Screening data from PubChem.
HT1080NT lethal – kills 2HG-producing HT-1080-NT fibrosarcoma cells | HT-1080-NT fibrosarcoma viability, CellTiter-Glo ATP luminescence, 48 h | Potency, µM (doses to about 46.1 µM), for the others: top-dose activity, negative = less viability, actives largely listed as cytotoxic | hit rate 1.6% among 360,000;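 further: NT is the 2HG producing partner of a matched IDH1 knockdown line; potency means the concentration at half of the fitted maximal effect; 0% = DMSO-treated cells and -100% = media-only wells without cells; nearly all actives have a fitted effect of over 55% in size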
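HT-1080-NT fibrosarcoma cells (2HG-overproducing), 750 cells/well in RPMI with 5% FBS, dosed after 2 h and incubated 48 h at 37C. CellTiter-Glo luminescence normalized to DMSO and no-cell wells; concentration-response curves fitted and classed.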
KB-3-1 cytotox – KB-3-1 parental cell cytotoxicity; KB-3-1 viability, CellTiter-Glo ATP luminescence, 72 h; hit rate 1.4% among 400,000; Potency, µM (series often up to 46.1 µM), inactives show at the top dose activity change, negative = cytotoxic, most hits filed as cytotoxic; further: potency means the concentration at half of the fitted maximal effect; on the % scale 0 is the no-effect control and ±100 the full control effect; nearly all actives have a fitted effect of over 60% in size
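Cells are dispensed, compounds pinned in, plates held at 37 °C for 72 h, then CellTiter-Glo is added and luminescence read after 10 minutes. Cell line: parental KB-3-1 in phenol-red-free DMEM, 10% FBS.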
D3 ag – D3 dopamine receptor (human) agonism. max activation, %. P35462. AID 652048. hit rate 0.58% among 410,000. D3R DiscoveRx beta-arrestin cells, luminescence, 90 min; in the data active means max activation above about 30%; further: 0% is about no effect; mostly tested at two doses, the higher about 12 µM
Target sequence (P35462 whole entry, looked up): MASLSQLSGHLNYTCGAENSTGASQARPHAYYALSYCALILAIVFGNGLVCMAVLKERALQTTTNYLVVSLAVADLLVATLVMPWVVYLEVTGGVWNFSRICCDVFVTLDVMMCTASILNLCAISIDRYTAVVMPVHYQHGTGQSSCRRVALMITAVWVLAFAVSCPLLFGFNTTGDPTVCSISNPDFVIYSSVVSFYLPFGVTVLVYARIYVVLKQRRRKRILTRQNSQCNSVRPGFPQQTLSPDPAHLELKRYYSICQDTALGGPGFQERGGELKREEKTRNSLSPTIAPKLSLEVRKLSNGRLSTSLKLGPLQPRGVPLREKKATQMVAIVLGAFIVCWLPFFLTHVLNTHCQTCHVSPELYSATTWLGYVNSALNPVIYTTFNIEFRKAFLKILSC
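Cells at 1500/well, incubated overnight, then treated with pinned compounds (dopamine as control) for 90 min at 37 degrees C. DiscoveRx reagent added for 30 - 60 minutes at room temperature; luminescence read.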
HT1080 IDH1KD tx – toxicity to HT-1080 IDH1 knockdown cells (counter line). Potency, µM (series often up to 46.1 µM), inactives show at the highest dose activity, negative = toxicity, usual class: cytotoxic. hit rate 2% among 360,000. AID 686971. HT-1080 IDH1 knockdown viability, ATP luminescence, 48 h;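 further: potency means the concentration at half of the fitted maximal effect; 0% = DMSO wells and -100% = cell-free medium wells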
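HT-1080-IDH1KD cells (IDH1 knocked down), 750/well in RPMI with 5% FBS, treated with compound 48 h at 37 degrees C. Viability by CellTiter-Glo luminescence, normalised to DMSO and no-cell wells; concentration-response curves classed.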
DRD3 antagonist – blocks the human D3 dopamine receptor. P35462. max response, negative = inhibition, %. D3R cells, DiscoveRx beta-arrestin luminescence, antagonist mode; hits give low values. hit rate 2.5% among 360,000. AID 652054; in the data active means max response below about -50%; inconclusive means no clear call, values can overlap the other calls; further: on the % scale 0 is the no-effect control and ±100 the full control effect; mostly tested at two doses, the higher about 12 µM
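Cells expressing the human receptor were seeded at 1500 cells/well, incubated overnight at 37 degrees C in 5% CO2, then exposed to library compounds with dopamine controls for 90 minutes at 37 degrees C before luminescent detection.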
GLP-1R agonist – agonists of human GLP-1 receptor; AID 624172; hit rate 0.007% among 380,000; Potency, µM (highest dose often 45.6 µM), for inactives: top-dose activation, usual class: activators; HEK293 GLP-1R CRE-luciferase, luminescence, 4-6 h; cells express a hypersensitive GLP-1R form; P43220; further: potency means the concentration at half of the fitted maximal effect; % of control where 0% means no effect
Target sequence (P43220 whole entry, looked up): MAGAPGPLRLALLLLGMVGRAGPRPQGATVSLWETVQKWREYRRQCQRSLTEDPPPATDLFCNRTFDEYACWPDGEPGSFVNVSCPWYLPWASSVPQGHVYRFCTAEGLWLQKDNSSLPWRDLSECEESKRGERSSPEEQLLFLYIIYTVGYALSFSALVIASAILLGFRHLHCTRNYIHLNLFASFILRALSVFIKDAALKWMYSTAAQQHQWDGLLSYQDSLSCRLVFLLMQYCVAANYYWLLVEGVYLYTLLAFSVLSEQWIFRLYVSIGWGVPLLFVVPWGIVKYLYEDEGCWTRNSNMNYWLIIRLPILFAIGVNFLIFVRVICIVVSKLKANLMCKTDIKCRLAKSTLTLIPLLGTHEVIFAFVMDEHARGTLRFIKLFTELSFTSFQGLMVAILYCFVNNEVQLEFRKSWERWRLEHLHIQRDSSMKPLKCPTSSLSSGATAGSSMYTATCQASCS
IL-1B inflam inh – inflammasome signaling inhibition, IL-1 beta readout. THP-1 LPS/ATP IL-1B secretion, AlphaLISA, 16 h; hits give low values. activity change, % at 57.5 µM. hit rate 4.7% among 360,000; in the data active means activity change below about -50%; inconclusive means mostly about -30% to -49%; further: on the % scale 0 is the no-effect control and ±100 the full control effect
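THP-1 cells pretreated 1 hr with compounds (up to 57.5 uM final), then stimulated with LPS (250 ng/mL final) plus ATP (1.25 mM final); secreted IL-1B measured by AlphaLISA after 16 hr, decreased signal indicating inhibition.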
SW480 rereplic – inducers of DNA re-replication in SW480 colon cancer cells | Potency, µM (doses to about 46.1 µM), without a hit: top-dose re-replication activation, most hits filed as activators | SW480 DNA re-replication, Hoechst DNA content imaging, 48 h | hit rate 1.8% among 340,000; further: potency means the concentration at half of the fitted maximal effect; % of control where 0% means no effect; nearly all actives have a fitted effect of over 55% in size
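Treated cells incubate 48 hr (37 C, 5% CO2), are stained 40 min with Hoechst, and nuclear fluorescence is enumerated; a rise in nuclei with high DNA signal marks re-replication.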
KB-V1 MDR tox – kills drug-selected multidrug resistant KB-V1 cells; KB-V1 MDR cells viability, CellTiter-Glo, 72 h; Potency, µM (titrated, usually from 46.1 µM), inactives show at the top dose activity change, negative = cytotoxicity, actives largely listed as cytotoxic; AID 1347076; hit rate 3.4% among 400,000; further: potency means the concentration at half of the fitted maximal effect; on the % scale 0 is the no-effect control and ±100 the full control effect; nearly all actives have a fitted effect of over 60% in size
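KB-V1 cells (P-gp-expressing MDR subline of KB-3-1) in phenol-red-free DMEM with 10% FBS were exposed to library compounds over a concentration series for 72 h at 37 degrees C. Viability read by CellTiter-Glo luminescence; concentration-effect curves fitted after normalization.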
* = called active by the depositor; & = joins results of further samples; [ ] = remark or other dose. Unless noted, the call rests on the fitted dose curve; in most records, active means well fitted curve in the direction sought with a large enough effect; inconclusive means small, poorly fitted or top-dose-only effect, or another doubt; inactive means no such curve, though single readings can be large; an effect the other way counts as inactive or inconclusive. Random draw from the library; overall some 12% were active at least once.

`C/C(CC(=O)Nc1cc(C)ccn1)=N\NC(=O)c1ccccc1C` gave HT1080NT lethal -8%, KB-3-1 cytotox -6%, D3 ag 0, HT1080 IDH1KD tx -8%, DRD3 antagonist 2, GLP-1R agonist 2%, IL-1B inflam inh -12, SW480 rereplic -2% and KB-V1 MDR tox -3%.
Cc1ccc(C(=O)NCC(=O)OCC(=O)N(CC(C)C)c2c(N)n(Cc3ccccc3)c(=O)[nH]c2=O)cc1C was read as HT1080NT lethal 1%, KB-3-1 cytotox 5%, D3 ag -8, HT1080 IDH1KD tx -1%, DRD3 antagonist -16, GLP-1R agonist 8%, IL-1B inflam inh 9, SW480 rereplic 2% and KB-V1 MDR tox 1%.
For O=C(COC(=O)CNC(=O)c1cccs1)Nc1ccccc1C(F)(F)F the results were HT1080NT lethal 11%, KB-3-1 cytotox 3%, D3 ag 5, HT1080 IDH1KD tx 8%, DRD3 antagonist -1, GLP-1R agonist 3%, IL-1B inflam inh inconclusive, SW480 rereplic -1% and KB-V1 MDR tox -6%.
For CCC(C)N1C(=S)SC(C)(C)C1N(O)C(=O)NC1CCCCC1 (centres undefined) the results were HT1080NT lethal -1%, KB-3-1 cytotox 2%, D3 ag -5, HT1080 IDH1KD tx 0%, DRD3 antagonist 0, GLP-1R agonist 6%, IL-1B inflam inh 3, SW480 rereplic 4% and KB-V1 MDR tox -16%.
`CS(=O)(=O)c1ccc(Cl)c(NC(=O)CCCc2nc3ccccc3c(=O)[nH]2)c1` gave HT1080NT lethal 4%, KB-3-1 cytotox -2%, D3 ag 12, HT1080 IDH1KD tx 10%, DRD3 antagonist 0, GLP-1R agonist 12%, IL-1B inflam inh 9, SW480 rereplic -3% and KB-V1 MDR tox -1%.
`Cn1cc([N+](=O)[O-])c(C(=O)NCc2ccccc2)n1` gave HT1080NT lethal -2%, KB-3-1 cytotox -11%, D3 ag 5, HT1080 IDH1KD tx -4%, DRD3 antagonist -18, GLP-1R agonist 3%, IL-1B inflam inh -19, SW480 rereplic 4% and KB-V1 MDR tox 0%.
`Cc1ccc(S(=O)(=O)Nc2c(C)nc3nc(C)[nH]n3c2=O)c(C)c1` gave HT1080NT lethal 0%, KB-3-1 cytotox -2%&1%, D3 ag -1&1, HT1080 IDH1KD tx 12%, DRD3 antagonist -16, GLP-1R agonist -2%, IL-1B inflam inh -14, SW480 rereplic -1% and KB-V1 MDR tox 24%&1%.
Screening CCOc1ccc(CNC(=O)C2CCCN(S(=O)(=O)N3CC(C)CC(C)C3)C2)cc1OC (centres undefined) returned HT1080NT lethal 3%, KB-3-1 cytotox -4%, D3 ag -17, HT1080 IDH1KD tx 14%, DRD3 antagonist -8, GLP-1R agonist 7%, IL-1B inflam inh -13, SW480 rereplic -1% and KB-V1 MDR tox -13%.
`O=C(Nc1ccc(Cl)c(Cl)c1)Nn1cnnc1` gave HT1080NT lethal -19%, KB-3-1 cytotox 0%, D3 ag 10, HT1080 IDH1KD tx -9%, DRD3 antagonist 0, GLP-1R agonist -2%, IL-1B inflam inh -5, SW480 rereplic -88%[inhibitor][1.84 µM] and KB-V1 MDR tox 1%.
Screening COc1ccc(C2=C(CC(=O)O)C(=O)CC2)cc1 returned HT1080NT lethal 22%, KB-3-1 cytotox 6%, D3 ag 5, HT1080 IDH1KD tx 18%, DRD3 antagonist -6, GLP-1R agonist -3%, IL-1B inflam inh 14, SW480 rereplic 0% and KB-V1 MDR tox -13%.
For Cc1cccc(N2CCN(C(=O)c3ccc(CS(=O)Cc4cccc(Cl)c4)o3)CC2)c1C (centres undefined) the results were HT1080NT lethal 2%, KB-3-1 cytotox -18%, D3 ag 8, HT1080 IDH1KD tx -2%, DRD3 antagonist 11, GLP-1R agonist 5%, IL-1B inflam inh -4, SW480 rereplic -12% and KB-V1 MDR tox -1%.
Screening CCOC(=O)Cn1c(=O)oc2cc(S(=O)(=O)N3CCN(C(=O)c4ccco4)CC3)ccc21 returned HT1080NT lethal 12%, KB-3-1 cytotox 11%, D3 ag 1, HT1080 IDH1KD tx 1%, DRD3 antagonist 6, GLP-1R agonist -4%, IL-1B inflam inh 10, SW480 rereplic -6%&0% and KB-V1 MDR tox -6%.

3 entries drawn at random from those above:
`Cc1ccc(S(=O)(=O)Nc2c(C)nc3nc(C)[nH]n3c2=O)c(C)c1` gave HT1080NT lethal 0%, KB-3-1 cytotox -2%&1%, D3 ag -1&1, HT1080 IDH1KD tx 12%, DRD3 antagonist -16, GLP-1R agonist -2%, IL-1B inflam inh -14, SW480 rereplic -1% and KB-V1 MDR tox 24%&1%.
For CCC(C)N1C(=S)SC(C)(C)C1N(O)C(=O)NC1CCCCC1 (centres undefined) the results were HT1080NT lethal -1%, KB-3-1 cytotox 2%, D3 ag -5, HT1080 IDH1KD tx 0%, DRD3 antagonist 0, GLP-1R agonist 6%, IL-1B inflam inh 3, SW480 rereplic 4% and KB-V1 MDR tox -16%.
Screening CCOC(=O)Cn1c(=O)oc2cc(S(=O)(=O)N3CCN(C(=O)c4ccco4)CC3)ccc21 returned HT1080NT lethal 12%, KB-3-1 cytotox 11%, D3 ag 1, HT1080 IDH1KD tx 1%, DRD3 antagonist 6, GLP-1R agonist -4%, IL-1B inflam inh 10, SW480 rereplic -6%&0% and KB-V1 MDR tox -6%.

(more compounds)
COc1ccc(NC(=O)CN(C)C(=O)CCSc2ccc(C)cc2)cc1 was read as HT1080NT lethal -10%, KB-3-1 cytotox 0%, D3 ag -11, HT1080 IDH1KD tx -13%, DRD3 antagonist -21, GLP-1R agonist -4%, IL-1B inflam inh -8, SW480 rereplic -2% and KB-V1 MDR tox -28%.
Cc1cccc(NNC(N)=S)c1 was read as HT1080NT lethal 6%, KB-3-1 cytotox 3%, D3 ag -2, HT1080 IDH1KD tx 15%, DRD3 antagonist -16, GLP-1R agonist -1%, IL-1B inflam inh 11, SW480 rereplic -6% and KB-V1 MDR tox 0%.
Screening CCOc1ncccc1C(=O)N(C)CC(=O)Nc1ccc(F)cc1 returned HT1080NT lethal 4%, KB-3-1 cytotox 6%, D3 ag 1, HT1080 IDH1KD tx 5%, DRD3 antagonist 7, GLP-1R agonist 1%, IL-1B inflam inh 0, SW480 rereplic -5% and KB-V1 MDR tox inconclusive.
O=C(NCCCN1CCN(c2cccc(Cl)c2)CC1)C1(S(=O)(=O)c2ccc(Cl)cc2)CC1 was read as HT1080NT lethal -9%, KB-3-1 cytotox inconclusive, D3 ag 11, HT1080 IDH1KD tx -17%, DRD3 antagonist -57*, GLP-1R agonist 1%, IL-1B inflam inh -29, SW480 rereplic inconclusive and KB-V1 MDR tox 0%.
For Cc1cccc(NC(=O)NNC(=O)c2cc3occc3[nH]2)c1C the results were HT1080NT lethal 3%, KB-3-1 cytotox 4%, D3 ag 3, HT1080 IDH1KD tx 10%, DRD3 antagonist -7, GLP-1R agonist 2%, IL-1B inflam inh -4, SW480 rereplic -4% and KB-V1 MDR tox 25%.
`Cc1cc(=O)[nH]c(-c2ccc(C(F)(F)F)cc2)n1` gave HT1080NT lethal 5%, KB-3-1 cytotox 5%, D3 ag -5, HT1080 IDH1KD tx -2%, DRD3 antagonist 0, GLP-1R agonist 4%, IL-1B inflam inh 25, SW480 rereplic -7% and KB-V1 MDR tox 5%.
`COc1cccc(CNC(=O)CCC2CCCN(C(=O)c3ccccc3N(C)C)C2)c1` (centres undefined) gave HT1080NT lethal 0%, D3 ag -21, HT1080 IDH1KD tx -16%, DRD3 antagonist -3, GLP-1R agonist 15%, IL-1B inflam inh 1 and SW480 rereplic inconclusive.
`COc1ccc(C(=O)CSc2nnc(NC(=O)C3CC(=O)N(c4ccccc4C)C3)s2)cc1` (centres undefined) gave HT1080NT lethal 3%, KB-3-1 cytotox 6%, D3 ag 7, HT1080 IDH1KD tx inconclusive, DRD3 antagonist 11, GLP-1R agonist -1%, IL-1B inflam inh 22, SW480 rereplic -2% and KB-V1 MDR tox 22%.
For O=C(CN1C(=O)NC2(CCCCC2)C1=O)NCC(=O)Nc1ccc(F)c(F)c1 the results were HT1080NT lethal -8%, KB-3-1 cytotox -9%, D3 ag -8, HT1080 IDH1KD tx -10%, DRD3 antagonist 3, GLP-1R agonist -2%, IL-1B inflam inh 12, SW480 rereplic 20% and KB-V1 MDR tox 16%.
Cc1ccc(NC(=O)C2C(=O)N(CCO)C3(C)CC2c2ccccc2O3)cc1 (centres undefined) was read as HT1080NT lethal 2%, KB-3-1 cytotox 26%, D3 ag 9, HT1080 IDH1KD tx 0%, DRD3 antagonist 14, GLP-1R agonist 39%, IL-1B inflam inh -15, SW480 rereplic -7% and KB-V1 MDR tox -4%.
Screening Cc1ccc(S(=O)(=O)N2CCC(C(N)=O)CC2)cc1C(=O)NC1CCCCC1 returned HT1080NT lethal -1%, KB-3-1 cytotox 12%, D3 ag -1, HT1080 IDH1KD tx 14%, DRD3 antagonist -3, GLP-1R agonist 8%, IL-1B inflam inh 19, SW480 rereplic -570%[inhibitor] and KB-V1 MDR tox inconclusive.
For CCC(C)(C)NC(=O)CN(Cc1ccc2c(c1)OCO2)C(=O)CCC(=O)Nc1ccccn1 the results were HT1080NT lethal 4%, KB-3-1 cytotox -6%, D3 ag 4, HT1080 IDH1KD tx 19%, DRD3 antagonist 21, GLP-1R agonist -1%, IL-1B inflam inh 0, SW480 rereplic -3% and KB-V1 MDR tox 0%.
For CCCN1C/C(=C/c2cccc([N+](=O)[O-])c2)C(=O)/C(=C/c2cccc([N+](=O)[O-])c2)C1 the results were HT1080NT lethal -5%, KB-3-1 cytotox inconclusive, D3 ag -3, HT1080 IDH1KD tx 23µM*, DRD3 antagonist -3, GLP-1R agonist 0%, IL-1B inflam inh -94*, SW480 rereplic 1.6µM* and KB-V1 MDR tox inconclusive.
